# Screening results as filed in PubChem.
# Diaph inh CS = diaphorase inhibitors and chemical oxidizers, primary screen, counter-screen for diaphorase-coupled primary assays, biochemical, uHTS, resorufin fluorescence. diaphorase resazurin-to-resorufin fluorescence, NADH, 16 min; bacterial (C. kluyveri) enzyme, not human. inhibition, % at 20 µM. 190,000 compounds, 0.69% hits. AID 1217, 2008;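 active = primary screen inhibition at 20 µM above a set limit, cut at about 50% in these data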;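 also: plate controls were DMSO with full reaction for no effect and wells lacking NADH for full effect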
#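 Test system: bacterial diaphorase enzyme (C. kluyveri); Quantity: 0.14 U/mL diaphorase, enzyme working solution; Times: reaction incubation of 16 min at room temperature; Measured by: fluorescence of resorufin formed from resazurin, Ex 544/Em 590 nm; Benchmarks: positive control minus NADH, DMSO neutral control.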
# APP 5UTR inh = inhibitors of APP translation via 5'UTR reporter, primary screen, APP 5'UTR luciferase, SH-SY5Y cells; SH-SY5Y APP 5'UTR-luciferase reporter, luminescence; inhibition, % at 2 µM; 190,000 compounds, 0.82% hits; AID 1285, 2008;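 active = inhibition above a set limit, derived from the sample mean plus 3 SD, cut at about 45% in these data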; also: values of inactives mirror those of a sister screen read the other way
# G6PDH CS = L. mesenteroides G6PDH inhibitors, counter-screen for G6PDH-coupled screening assays, biochemical, Leuconostoc mesenteroides enzyme. glucose-6-phosphate dehydrogenase [Leuconostoc mesenteroides]. Purified L. mesenteroides G6PDH, diaphorase/resazurin coupled fluorescence, 45 min. inhibition, % at 5 µM. 200,000 compounds, 0.12% hits. AID 1020, 2008; in the data active = inhibition above about 50%
# STAT1 inh = STAT1 signaling inhibitors, primary screen, cell-based, HTS, luciferase reporter; NIH 3T3 STAT1-luciferase reporter, IFN-gamma, luminescence; inhibition, % at 5.5 µM; 200,000 compounds, 0.35% hits; AID 920, 2007;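 active = inhibition above a set limit, the mean inhibition across all tested compounds plus 3 SD, cut at about 34% in these data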;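 also: 0% = IFN-gamma with DMSO and 100% = IFN-gamma with 300 µM nifuroxazide; values of inactives mirror those of a sister screen read the other way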
# STAT3 blocker = IL-6 driven STAT3 reporter inhibitors, primary screen, U3A cells, luciferase, luminescence, MLSCN library. IL-6 STAT3-luciferase reporter; host cell line lacks STAT1. inhibition, % at 5.5 µM. 190,000 compounds, 0.89% hits. AID 862, 2007;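 active = inhibition above the mean inhibition across all screened compounds plus 3 SD, cut at about 44% in these data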;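 also: 0% = DMSO only wells and 100% = 100 µM nifuroxazide control wells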
# TLR4-MyD88 BLA = inhibitors of TLR4-MyD88 association in cells, primary screen, cell-based, HeLa CL3-4, BLA complementation, FRET ratio. Toll-like receptor 4 (Homo sapiens) + Myeloid differentiation primary response protein …. HeLa CL3-4 TLR4/MyD88 BLA complementation. inhibition, % at 8.4 µM. 200,000 compounds, 0.18% hits; in the data active = inhibition above about 25%;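 also: 0% = vehicle and 100% = reference inhibitor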
# Target sequence (O00206 whole entry, looked up): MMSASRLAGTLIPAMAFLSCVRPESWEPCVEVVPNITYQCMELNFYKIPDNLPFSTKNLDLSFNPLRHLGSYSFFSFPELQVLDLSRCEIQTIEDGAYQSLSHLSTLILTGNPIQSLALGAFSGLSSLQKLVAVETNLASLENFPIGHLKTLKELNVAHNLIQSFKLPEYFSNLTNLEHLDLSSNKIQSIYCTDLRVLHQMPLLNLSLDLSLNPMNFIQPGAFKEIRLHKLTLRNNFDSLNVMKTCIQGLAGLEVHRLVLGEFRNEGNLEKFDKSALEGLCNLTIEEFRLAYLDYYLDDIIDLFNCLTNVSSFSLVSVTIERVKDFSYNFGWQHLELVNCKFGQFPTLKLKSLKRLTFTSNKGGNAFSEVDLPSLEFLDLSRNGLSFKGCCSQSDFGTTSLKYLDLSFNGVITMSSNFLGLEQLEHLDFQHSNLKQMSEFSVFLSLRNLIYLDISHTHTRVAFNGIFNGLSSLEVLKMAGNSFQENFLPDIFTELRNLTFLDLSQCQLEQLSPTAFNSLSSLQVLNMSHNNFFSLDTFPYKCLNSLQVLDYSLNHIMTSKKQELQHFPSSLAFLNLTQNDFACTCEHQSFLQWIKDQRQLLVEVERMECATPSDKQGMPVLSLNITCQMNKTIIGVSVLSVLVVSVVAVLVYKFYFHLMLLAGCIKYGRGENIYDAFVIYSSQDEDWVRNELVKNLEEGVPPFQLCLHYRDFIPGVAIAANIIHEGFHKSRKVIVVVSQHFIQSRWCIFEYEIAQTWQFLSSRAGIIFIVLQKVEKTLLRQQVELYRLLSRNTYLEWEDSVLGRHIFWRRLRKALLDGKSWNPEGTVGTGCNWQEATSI
# Target sequence (Q99836 whole entry, looked up): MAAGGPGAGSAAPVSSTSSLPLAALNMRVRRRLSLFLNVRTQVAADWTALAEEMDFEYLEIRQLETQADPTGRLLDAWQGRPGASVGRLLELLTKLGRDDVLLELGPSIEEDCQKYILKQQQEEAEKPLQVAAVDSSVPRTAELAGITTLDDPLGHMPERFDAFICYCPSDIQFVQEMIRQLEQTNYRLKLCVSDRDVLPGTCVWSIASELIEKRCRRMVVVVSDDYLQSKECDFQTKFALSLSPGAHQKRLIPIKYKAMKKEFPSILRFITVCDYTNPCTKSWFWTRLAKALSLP
# STAT3 act = IL-6 driven STAT3 reporter potentiators, primary screen, U3A cells, luciferase, luminescence, MLSCN library; IL-6 STAT3-luciferase reporter; 100% = signal with IL-6 EC80 alone; activation (% of control), % at 5.6 µM; 190,000 compounds, 0.91% hits;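 active = activation above the screen-wide mean of compound activation plus 3 SD, cut at about 130% in these data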;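 also: 0% = background luminescence of wells with medium and substrate only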
#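 Test system: Human STAT1-deficient U3A cells with stable STAT3-luciferase reporter | Also added: Interleukin-6, 33 ng/mL | Timing: Compound pre-incubation 1 h before IL-6, then 6 h stimulation at 37 °C | Technique: Luciferase reporter luminescence | Read-out: Percent of IL-6-only median luminescence | Benchmarks: IL-6-only wells as 100% reference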
# Hsp70 activator = Hsp70 transcriptional activators, primary screen, cell-based, HeLa, Hsp70 promoter luciferase, luminescence, 10 µM | HeLa Hsp70 promoter luciferase reporter; scaled: vehicle 0, proteasome-inhibitor control 100% | activation, % at 10 µM | 200,000 compounds, 0.04% hits | AID 1203, 2008;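 active = activation above the mean across all tested compounds plus 3 SD, cutoff set per campaign, cut at about 5.5% in these data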;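 also: 100% = MG132 at 30 µM as the positive control and 0% = DMSO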
# STAT1 act = STAT1 signaling activators, primary screen, cell-based, HTS, luciferase reporter. activation (% of control), % at 5.5 µM. 200,000 compounds, 2.6% hits. NIH 3T3 STAT1-luciferase reporter, IFN-gamma, luminescence; 100% = IFN-gamma alone, no compound;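 active = activation above the screen-wide mean activation plus 3 SD, cut at about 130% in these data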;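 also: raw ratio to IFN-gamma control signal so 100% means no change and 0% no light; values of inactives mirror those of a sister screen read the other way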
# Diaphorase act = compounds boosting diaphorase resazurin reduction – biochemical, uHTS, resorufin fluorescence, counter-screen for diaphorase-coupled primary assays, primary screen | Diaphorase/resazurin coupled assay, 16 min; active compounds read high; 1 = vehicle wells, 0 = NADH-free wells | activation factor at 20 µM | 190,000 compounds, 0.005% hits | AID 1229, 2008;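 active = diaphorase activity raised at least twofold by the compound at 20 µM; inactive = activation factor below 2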
#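 test system = bacterial diaphorase enzyme (C. kluyveri) | quantity = enzyme 0.07 U/mL final | reagent = NADH substrate 0.114 mM plus resazurin dye 0.1 mM, final | incubation = 16 min enzyme reaction, ambient temperature | buffer or medium = HEPES pH 7.4 buffer with MgCl2 and Tween 20 | signal = fluorescence of resorufin, 544 nm excitation, 590 nm emission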
# * marks the source's active call; other numbers are inactive results; · = not tested or not shown.
1: COc1cc2ccccc2cc1C(=O)NCC(c1cccs1)N(C)C (configuration not stated)
2: O=C(/C=C/c1ccccc1Cl)Nc1cccc(O)c1
3: O=C(O)C1CCN(C(=O)c2ccccc2C(=O)N2CCC(C(=O)O)CC2)CC1
4: Cc1ccc(CNC(=O)/C=C/c2ccc(S(=O)(=O)N3CCOCC3)cc2)cc1
5: CCN(CC(=O)Nc1ccc(NC(C)=O)cc1)CC(=O)Nc1ccccc1C(=O)c1ccccc1
6: CCOC(=O)c1sc2nc3c(SCC(=O)O)cc(C(=O)c4ccccc4O)cn3c(=O)c2c1C
7: Cc1cc(C)n2c(SCCC(C)C)nnc2n1
8: CC(=O)Nc1ccc(S(=O)(=O)Nc2cccc(-c3ccc4nncn4n3)c2)cc1

screen / no.	1	2	3	4	5	6	7	8
Diaph inh CS	4	17	-1	8	7	45	7	15
APP 5UTR inh	-33	-191	16	-8	-10	-9	8	-8
G6PDH CS	0	4	14	5	9	5	15	-10
STAT1 inh	-28	32	0	12	20	5	-12	1
STAT3 blocker	-1	64*	-2	1	-4	24	4	9
TLR4-MyD88 BLA	3	15	2	-16	-5	-17	-10	3
STAT3 act	104	48	107	99	103	83	101	96
Hsp70 activator	0.4	-0.1	0.2	-0.1	-0.1	-0.3	-0.1	-0.3
STAT1 act	124	69	100	90	81	95	110	99
Diaphorase act	1	0.8	1	0.9	0.9	0.5	0.9	0.8

9: c1ccc(OCc2nn3c(-c4ccccn4)nnc3s2)cc1
10: O=C(N/N=C/c1ccc[nH]1)c1ccncc1
11: Nc1nc(NCCCN2CCOCC2)nc(Nc2ccc(F)cc2)c1[N+](=O)[O-]
12: CCOC(=O)C(C)Sc1nc(-c2ccccn2)ncc1OC (configuration not stated)
13: COc1ccc(CNC(=O)CCNS(=O)(=O)c2cccc3nsnc23)cc1
14: C/C(=C\C(=O)c1ccccc1)Nc1ccc2c(c1)OCO2
15: NNc1nc2c(Cl)ccc(Cl)c2s1
16: O=C(O)C1C2C=CC3(O2)C1C(=O)N1c2ccccc2C2OCCC2C13 (configuration not stated)

screen / no.	9	10	11	12	13	14	15	16
Diaph inh CS	14	28	-11	2	-9	9	0	7
APP 5UTR inh	-18	1	-16	-7	5	-44	12	-9
G6PDH CS	4	3	1	16	1	-12	6	1
STAT1 inh	-8	2	6	-2	6	-3	17	-4
STAT3 blocker	10	4	24	8	1	3	-50	5
TLR4-MyD88 BLA	13	6	-11	-6	9	5	-9	-4
STAT3 act	94	100	82	95	100	97	146*	99
Hsp70 activator	0.2	0.4	-0.3	-0.4	-0.1	-0.3	-0.4	-0.3
STAT1 act	107	97	95	100	93	103	85	103
Diaphorase act	0.9	0.7	1.1	1	1.1	0.9	1	0.9

# One compound at a time, from the list above. Order of values: Diaph inh CS, APP 5UTR inh, G6PDH CS, STAT1 inh, STAT3 blocker, TLR4-MyD88 BLA, STAT3 act, Hsp70 activator, STAT1 act, Diaphorase act
# O=C(O)C1CCN(C(=O)c2ccccc2C(=O)N2CCC(C(=O)O)CC2)CC1 is listed with -1, 16, 14, 0, -2, 2, 107, 0.2, 100, 1
# CCOC(=O)C(C)Sc1nc(-c2ccccn2)ncc1OC (configuration not stated) is listed with 2, -7, 16, -2, 8, -6, 95, -0.4, 100, 1
# c1ccc(OCc2nn3c(-c4ccccn4)nnc3s2)cc1 is listed with 14, -18, 4, -8, 10, 13, 94, 0.2, 107, 0.9
# CCN(CC(=O)Nc1ccc(NC(C)=O)cc1)CC(=O)Nc1ccccc1C(=O)c1ccccc1 is listed with 7, -10, 9, 20, -4, -5, 103, -0.1, 81, 0.9
# COc1ccc(CNC(=O)CCNS(=O)(=O)c2cccc3nsnc23)cc1 is listed with -9, 5, 1, 6, 1, 9, 100, -0.1, 93, 1.1

# More results.
17: N#Cc1cc(C(=O)c2cc(F)ccc2O)cn(-c2nccs2)c1=O
18: O=C(Oc1cccc2c(OC(=O)N3CCCC3)cccc12)N1CCCC1
19: COCCOc1cc(Nc2nnc(C(F)(F)F)s2)c(Cl)cc1Cl
20: O=C(c1cc(COc2ccc3ncccc3c2)on1)N1CCC(O)CC1
21: COC(=O)CSc1cc(C(F)(F)F)nc(-c2ccccn2)n1
22: CCOC(=O)C1=C(O)CCn2c1nc1ccccc12
23: O=C(NCc1ccccc1)Nc1cccn(Cc2ccc(Cl)cc2)c1=O
24: CCn1c(SCc2cccc(C)c2)nnc1-c1ccccc1

screen / no.	17	18	19	20	21	22	23	24
Diaph inh CS	31	38	7	10	0	17	24	16
APP 5UTR inh	-20	-4	6	-4	-6	-15	-3	7
G6PDH CS	7	29	15	10	6	24	20	6
STAT1 inh	5	-1	-5	12	4	1	11	4
STAT3 blocker	9	4	16	23	18	18	21	7
TLR4-MyD88 BLA	5	-6	-4	-1	-1	3	-3	3
STAT3 act	90	99	90	83	93	89	87	98
Hsp70 activator	-0.1	0.1	1.2	0.0	0.0	-0.3	-0.2	-0.1
STAT1 act	95	97	104	88	96	99	88	96
Diaphorase act	0.7	0.6	0.9	0.9	1	0.8	0.8	0.8

25: CN1/C(=C\C(=O)Nc2ccc(Cl)cc2)C(C)(C)c2ccccc21
26: CCOC(=O)CNC(=O)N1CCCC(C(=O)c2ccc3c(c2)OCO3)C1 (configuration not stated)
27: CCCc1nc2ccccc2c(=O)n1/N=C/c1c(C)[nH]n(-c2ccc(C)cc2)c1=O
28: C#CCNC(=O)C1=C[C@@H](c2ccccc2)[C@H](CCCO)[C@@H](OCC)O1
29: CC(=O)N/C(=C\c1ccccc1)C(=O)OCC(=O)N(C)C1CCCCC1
30: Cc1nccn1CC(=O)N/N=C/c1ccc(O)c(O)c1
31: Cc1ccc(/C=N/n2c(C)nc3ccccc3c2=O)s1
32: COc1ccc(CCNC(=O)c2ccc(=O)[nH]n2)cc1OC

screen / no.	25	26	27	28	29	30	31	32
Diaph inh CS	30	·	-3	-6	3	50*	5	22
APP 5UTR inh	-30	1	-12	-8	-27	15	-28	-5
G6PDH CS	-33	8	2	6	-6	4	2	3
STAT1 inh	4	1	-5	7	1	-16	-33	3
STAT3 blocker	12	-1	-13	·	-7	-1	16	8
TLR4-MyD88 BLA	6	10	5	-1	-4	-2	0	5
STAT3 act	92	106	117	·	105	100	89	100
Hsp70 activator	-0.4	-0.4	0.1	0.0	-0.3	-0.4	-0.1	0.0
STAT1 act	97	99	105	95	99	114	128	97
Diaphorase act	0.7	·	1	1.1	1	0.5	0.9	0.8

33: C[C@@H](O)[C@@H]1NC(=O)c2cc([N+](=O)[O-])cc(I)c2NCC[C@@H](C(N)=O)NC(=O)CNC1=O
34: CC(C)(C)c1ccc(C(=O)N/C(=C/c2cccs2)C(=O)NCc2ccco2)cc1
35: Cc1ccc(NC(=O)c2ccc(-c3nn(C)c(=O)c4ccccc34)cc2)c(C)c1
36: CC1(C)CC(=O)c2cc3c(N)c(C(=O)NCc4ccccc4)sc3nc2C1
37: COC(=O)c1ccccc1N1C(=O)[C@@H]2C(c3ccc(Br)cc3)=NO[C@@H]2C1=O
38: CCOC(=O)CCC(NC(=O)c1ccc(NCN2C(=O)CCC2=O)cc1)C(=O)OCC (configuration not stated)
39: COc1ccc(S(=O)(=O)N2CCCCC2)cc1
40: O=C(O)c1oc2ccc(Br)cc2c1-n1cccc1

screen / no.	33	34	35	36	37	38	39	40
Diaph inh CS	12	11	12	10	12	2	15	20
APP 5UTR inh	7	-10	-4	-3	7	-3	0	-8
G6PDH CS	18	-5	2	11	5	11	-3	-7
STAT1 inh	1	0	-1	-6	-8	1	7	-1
STAT3 blocker	-6	16	26	32	8	-1	3	-5
TLR4-MyD88 BLA	-13	4	-3	-2	7	-2	4	-3
STAT3 act	103	89	81	82	96	102	100	108
Hsp70 activator	-0.3	-0.4	-0.4	0.3	-0.1	-0.2	0.2	-0.3
STAT1 act	99	100	101	106	108	101	94	101
Diaphorase act	0.9	0.9	0.9	0.9	0.9	1	0.8	0.8

41: O=C(O)c1ccc(COc2ccccc2[N+](=O)[O-])o1
42: COc1ccc(CNc2c(CO)cnc3c2cnn3C)cc1
43: CCOc1ccc(-n2c(C)nc3cc(C(=O)NCCCN4CCOCC4)ccc32)cc1
44: COc1ccccc1NC(=O)CN(Cc1ccccc1)S(C)(=O)=O
45: CCN1C(=O)c2cccc3c(NC(=O)C4CCCCC4)ccc1c23
46: O=S1(=O)CC(O)C(NCc2ccco2)C1 (configuration not stated)
47: CCCNc1nc(-c2ccccc2)c(C(=O)OCC)cc1C#N
48: CCNc1ccc(S(=O)(=O)N(C)C)cc1NCC(=O)Nc1ccc(Br)cc1F

screen / no.	41	42	43	44	45	46	47	48
Diaph inh CS	-4	5	-17	1	3	0	2	13
APP 5UTR inh	-1	7	0	-7	8	1	82*	14
G6PDH CS	1	10	1	2	-3	4	-16	19
STAT1 inh	-7	-8	-7	8	9	0	-3	16
STAT3 blocker	-2	-5	3	7	15	9	6	-5
TLR4-MyD88 BLA	3	3	11	-6	7	-10	-3	-8
STAT3 act	104	108	104	97	91	96	100	104
Hsp70 activator	-0.1	-0.2	-0.5	-0.1	-0.1	-0.3	-0.1	-0.3
STAT1 act	106	105	107	91	92	100	103	86
Diaphorase act	1	0.9	1.2	1	1	1	1	0.9

49: O=C1OCCC1Sc1nnc(-c2ccccc2Br)n1Cc1ccccc1 (configuration not stated)
50: COc1ccc(Nc2oc(COc3ccccc3OC)nc2C#N)cc1
51: COc1ccc(C(=O)OCCc2ccc(O)cc2)cc1
52: Fc1ccc(C2=CSC3=NCCN23)cc1

screen / no.	49	50	51	52
Diaph inh CS	4	37	13	3
APP 5UTR inh	-12	0	-118	29
G6PDH CS	-7	-5	14	2
STAT1 inh	-10	0	-53	-5
STAT3 blocker	-6	38	6	1
TLR4-MyD88 BLA	10	6	4	-14
STAT3 act	104	72	93	104
Hsp70 activator	-0.4	-0.3	0.0	0.1
STAT1 act	109	100	148*	104
Diaphorase act	1	0.6	0.9	1
